Screens: PubChem, Fisher Drug Discovery Resource Center
mcGAS inh – inhibitors of mouse cGAS. inhibition, % at 12.5 µM. 160,000 compounds, 0.15% hits. recombinant cGAS, Kinase-Glo ATP depletion luminescence;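 also: 0% = negative control wells and 100% = reference inhibitor with no enzyme activity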
hcGAS lum – human cGAS inhibition | Q8N884 | recombinant h-cGAS, ATP depletion, Kinase-Glo luminescence | inhibition, % at 12.5 µM | 290,000 compounds, 0.081% hits | AID 1259398;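 also: 0% = vehicle reaction and 100% = reaction without DNA for no activity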
Target sequence (Q8N884 whole entry, looked up): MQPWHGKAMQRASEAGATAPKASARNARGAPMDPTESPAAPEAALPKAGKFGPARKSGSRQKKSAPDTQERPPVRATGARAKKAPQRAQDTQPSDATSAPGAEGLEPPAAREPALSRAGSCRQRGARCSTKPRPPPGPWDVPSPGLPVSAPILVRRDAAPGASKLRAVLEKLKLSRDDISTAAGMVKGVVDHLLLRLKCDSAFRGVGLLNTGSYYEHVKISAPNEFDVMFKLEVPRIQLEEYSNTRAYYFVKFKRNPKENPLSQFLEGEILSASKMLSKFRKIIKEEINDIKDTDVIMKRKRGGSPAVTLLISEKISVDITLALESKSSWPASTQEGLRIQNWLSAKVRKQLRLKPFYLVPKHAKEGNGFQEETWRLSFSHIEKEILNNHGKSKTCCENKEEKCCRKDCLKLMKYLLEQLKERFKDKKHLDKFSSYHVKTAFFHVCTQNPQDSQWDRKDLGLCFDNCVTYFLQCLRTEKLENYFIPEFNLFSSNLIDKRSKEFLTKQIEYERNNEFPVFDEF
NPYLR7 agonist – activates Aedes aegypti NPYLR7 receptor; 270,000 compounds, 0.15% hits; HEK293T NPYLR7/Galpha15, GCaMP6s calcium fluorescence; activation, % at 10 µM; in the data active = activation above about 40%;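 also: 0% = vehicle and 100% = reference agonist at the receptor; some compounds past the cut are filed as inactive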
An asterisk follows results filed as active; & = joins results of further samples. Rule as the data show it, unless noted: active = inhibition above about 40%; inactive = the rest. A portion of the library; count on the stated rates, not on these rows.

O=C(Nc1ccc(C(F)(F)F)cc1)c1nn(Cc2ccc(-c3ccccc3)cc2)c2ccccc12 was read as mcGAS inh -5, hcGAS lum -6 and NPYLR7 agonist 17.
`COc1cccc([C@@H]2CN(S(=O)(=O)C3CC3)[C@@H]3C4CCN(CC4)[C@@H]32)c1` gave hcGAS lum -6 and NPYLR7 agonist 2.
For N#Cc1ccccc1NC(=O)c1cccn(Cc2cccc(C(F)(F)F)c2)c1=O the results were hcGAS lum -4 and NPYLR7 agonist 10.
`COc1ccc2c(c1)c(C(=O)Nc1ccc(C(N)=O)cc1)nn2Cc1ccc(C(=O)N2CCOCC2)cc1` gave mcGAS inh -6, hcGAS lum -5 and NPYLR7 agonist 18.
For CCN(C(C)=O)c1ccc(C(O)(C(=O)OC)C(F)(F)F)cc1 (configuration not stated) the results were mcGAS inh 1, hcGAS lum 6 and NPYLR7 agonist 0.
Screening c1cncc(-n2cccc2CN2CCC3(CCNCC3)C2)c1 returned mcGAS inh -17, hcGAS lum -6 and NPYLR7 agonist 23.
CN1CCC2(CC1)NCCc1[nH]cnc12 was read as hcGAS lum -6 and NPYLR7 agonist 3.
`Oc1ccc2c3c1OC1C(O)CC[C@@]4(O)[C@@H](C2)N(CC2CCC2)CC[C@]314` (some centres not stated) gave hcGAS lum 3 and NPYLR7 agonist -16.
`O=C(Cc1ccc(F)cc1)N1CCN(Cc2ccc(-c3noc(-c4cccc(C(F)(F)F)c4)n3)cc2)CC1` gave mcGAS inh -6, hcGAS lum -7 and NPYLR7 agonist 3.
`O=C(Nc1ccc(F)c([N+](=O)[O-])c1)c1cccn(Cc2cccc(C(F)(F)F)c2)c1=O` gave hcGAS lum -15 and NPYLR7 agonist 12.
`CN(C)c1ncc(CN2CCC3(CCNCC3)C2)cn1` gave hcGAS lum -3 and NPYLR7 agonist 11.
Screening O=C(Nc1ccc2[nH]cc(CCN3CCOCC3)c2c1)c1ccccc1SC(F)F returned mcGAS inh -2, hcGAS lum -4 and NPYLR7 agonist 1.
CC(=O)c1cccc(NC(=O)c2cccn(Cc3ccccc3Cl)c2=O)c1 was read as hcGAS lum -13 and NPYLR7 agonist 17.
O=C(c1ccccc1Cl)N1CCSC12CCNCC2 was read as hcGAS lum -3 and NPYLR7 agonist 8.
CCOP(=O)(OCC)C(Cl)(Cl)C(OC(N)=O)P(=O)(c1ccccc1)c1ccccc1 (configuration not stated) was read as hcGAS lum -7 and NPYLR7 agonist -9.
`Cc1cccc(C(C)c2cnc[nH]2)c1C` (configuration not stated) gave mcGAS inh -2, hcGAS lum -2 and NPYLR7 agonist -6.
For CN(C)C(Cc1ccccc1)C(=O)c1ccccc1 (configuration not stated) the results were hcGAS lum -4 and NPYLR7 agonist 2.
For Cc1nc2ccccn2c1P(=S)(N1CCOCC1)N1CCOCC1 the results were hcGAS lum -2 and NPYLR7 agonist 2.
For CCN(CC)CCOc1ccc(CC(C)N)cc1 (configuration not stated) the results were hcGAS lum -2 and NPYLR7 agonist 1.
CCC(=O)Nc1ccc(OCC(=O)N2CCC(N(C)C)C2)cc1 (configuration not stated) was read as hcGAS lum -2 and NPYLR7 agonist -4.

Among those listed so far, these contain an NH in an aromatic ring:
CN1CCC2(CC1)NCCc1[nH]cnc12 was read as hcGAS lum -6 and NPYLR7 agonist 3.
Screening O=C(Nc1ccc2[nH]cc(CCN3CCOCC3)c2c1)c1ccccc1SC(F)F returned mcGAS inh -2, hcGAS lum -4 and NPYLR7 agonist 1.
`Cc1cccc(C(C)c2cnc[nH]2)c1C` (configuration not stated) gave mcGAS inh -2, hcGAS lum -2 and NPYLR7 agonist -6.

Remaining list, next part:
`CCCn1c(C)c(C(=O)NC2CC2)c2cc(OC)ccc21` gave hcGAS lum -7 and NPYLR7 agonist 1.
Screening CCOc1ccc(N2CCNCC2)nn1 returned hcGAS lum -8 and NPYLR7 agonist -3.
Screening CCC(C)(C)c1ccc(S(=O)(=O)N2CCN(CCOC(c3ccccc3)c3ccc(F)c(F)c3)CC2)cc1 (configuration not stated) returned mcGAS inh -8, hcGAS lum -8 and NPYLR7 agonist 4.
For COc1ccccc1[C@@H]1CN(c2ncccc2C(N)=O)[C@@H]2C3CCN(CC3)[C@@H]21 the results were mcGAS inh -4, hcGAS lum -2 and NPYLR7 agonist 5.
For COc1ccc(C(=O)C2CCCN(Cc3c(C)nn(C)c3Cl)C2)cc1F (configuration not stated) the results were mcGAS inh -9, hcGAS lum -3 and NPYLR7 agonist 10.
For CCOC(=O)c1cncn1[C@@H](C)c1ccccc1 the results were hcGAS lum 0 and NPYLR7 agonist -9.
For CCOC(=O)CNC(=O)CN1CC1C(=O)OCC (configuration not stated) the results were hcGAS lum -6 and NPYLR7 agonist -11.
For COC(=O)C1=C(C(=O)OC)C2c3ccccc3C=CN2C(C(=O)OC)=C1C(=O)OC (configuration not stated) the results were hcGAS lum -6 and NPYLR7 agonist 3.
COC(=O)c1ccccc1NC(=O)c1cccn(Cc2cc(C)ccc2C)c1=O was read as hcGAS lum -7 and NPYLR7 agonist 6.
For CC(C)CCOc1ccc(C=C(C#N)C#N)cc1 the results were mcGAS inh 0, hcGAS lum -2 and NPYLR7 agonist 1.
C(=NN1CCCCC1)c1c[nH]c2ccccc12 was read as hcGAS lum -3 and NPYLR7 agonist 9.
CC(=O)Nc1ccc(OC[C@](C)(O)C(=O)Nc2ccc([N+](=O)[O-])c(C(F)(F)F)c2)cc1 was read as mcGAS inh -6, hcGAS lum -4 and NPYLR7 agonist -5.
For CCN1CCN(C(=S)N[P+](c2ccccc2)(N(CC)CC)N(CC)CC)CC1 the results were mcGAS inh -5, hcGAS lum -5 and NPYLR7 agonist 4.
O=C(Nc1ccc2[nH]cc(CCN3CCOCC3)c2c1)c1ccc(SC(F)(F)F)cc1 was read as mcGAS inh -5, hcGAS lum -4 and NPYLR7 agonist 7.
N#Cc1ccc(N2CCCC(CS(N)(=O)=O)C2)cc1Cl (configuration not stated) was read as mcGAS inh -1, hcGAS lum 4&-9 and NPYLR7 agonist -5&16.
Screening CN1C(=O)C(=Cc2ccccc2OCCOc2ccc([N+](=O)[O-])cc2)C(=O)N(C)C1=O returned mcGAS inh -5, hcGAS lum -2 and NPYLR7 agonist -3.
Screening CCN(CCc1ccccc1)Cc1nnsc1Cl returned hcGAS lum -5 and NPYLR7 agonist 11.
Screening CNC(=O)Cc1noc(CN2CC=C(c3ccc(O)cc3)CC2)n1 returned hcGAS lum 4 and NPYLR7 agonist 3.
For O=C(Cc1ccccc1)N1CCN(C(C(=O)N2CCOCC2)C2CCCC2)CC1 (configuration not stated) the results were hcGAS lum 0 and NPYLR7 agonist -4.
For C[C@@H]1CN(C(=O)c2cn(Cc3ccccn3)cc(C(=O)NC3CCCCCCC3)c2=O)C[C@H](C)O1 the results were mcGAS inh -23, hcGAS lum -2 and NPYLR7 agonist -1.

By substructure: the compounds so far containing a nitro group on carbon.
`O=C(Nc1ccc(F)c([N+](=O)[O-])c1)c1cccn(Cc2cccc(C(F)(F)F)c2)c1=O` gave hcGAS lum -15 and NPYLR7 agonist 12.
CC(=O)Nc1ccc(OC[C@](C)(O)C(=O)Nc2ccc([N+](=O)[O-])c(C(F)(F)F)c2)cc1 was read as mcGAS inh -6, hcGAS lum -4 and NPYLR7 agonist -5.
Screening CN1C(=O)C(=Cc2ccccc2OCCOc2ccc([N+](=O)[O-])cc2)C(=O)N(C)C1=O returned mcGAS inh -5, hcGAS lum -2 and NPYLR7 agonist -3.

Continued.
`O=C1CSC(c2ccccc2Cl)c2cc(Cl)ccc2N1` (configuration not stated) gave hcGAS lum 0 and NPYLR7 agonist -12.
`CCC/C=C/c1csc(CN2CCNCC2)c1` gave mcGAS inh -1, hcGAS lum 1 and NPYLR7 agonist -7.
For Cc1ccc2nc(N3CCNCC3)sc2c1 the results were hcGAS lum -9 and NPYLR7 agonist -3.
Screening O=C(CN1CCCN(c2cncc(F)c2)CC1)N1CCCC1 returned hcGAS lum -7 and NPYLR7 agonist 0.
Screening COc1cc(C=C2C(=O)NC(=S)NC2=O)ccc1OCc1ccccc1[N+](=O)[O-] returned mcGAS inh 4, hcGAS lum -1 and NPYLR7 agonist -8.
For Cc1nnc(NC(=O)c2cccn(Cc3cccc(C(F)(F)F)c3)c2=O)s1 the results were hcGAS lum -12 and NPYLR7 agonist 13.
Screening FC(F)(F)CCN1CCC2(CCNCC2)C1 returned hcGAS lum -4 and NPYLR7 agonist 7.
`COc1cc(NC(=O)N2CCN(CCOC(c3ccccc3)c3ccccc3)CC2)cc(OC)c1OC` gave mcGAS inh 1, hcGAS lum 0 and NPYLR7 agonist -14.
C=CCN1C(=O)C2(c3ccccc31)c1oc(CO)cc(=O)c1OC(=N)C2C(=O)OC (configuration not stated) was read as mcGAS inh -8, hcGAS lum -8 and NPYLR7 agonist 0.
For OC[C@@H]1[C@@H](c2ccccc2)CN2CCN(c3ccccn3)C[C@H]12 the results were mcGAS inh -6, hcGAS lum 0 and NPYLR7 agonist 2.
`N#Cc1ccc(NCC2CSCCS2)cc1Cl` (configuration not stated) gave hcGAS lum -7 and NPYLR7 agonist -18.
`NC1C[C@H]1c1ccccc1` (some centres not stated) gave hcGAS lum -2 and NPYLR7 agonist -10.
`COc1ccc2n[nH]c(CN3CC[C@H](CO)[C@H](O)C3)c2c1` gave hcGAS lum -4 and NPYLR7 agonist 8.
For O=C(c1ncccc1O)N1CCC2(CC1)NCCNC2=O the results were hcGAS lum 6 and NPYLR7 agonist 3.
For CC1=CC(C)C2(C#N)C(=N)OC1(C)C2(C#N)C#N (configuration not stated) the results were hcGAS lum -2 and NPYLR7 agonist 1.
Screening O=S(=O)(c1ccc(OC(F)(F)F)cc1)N1CCN(CCOC(c2ccc(F)cc2)c2ccc(F)cc2)CC1 returned mcGAS inh -7, hcGAS lum -3 and NPYLR7 agonist 5.
`CC(N)(Cc1cccc(Br)c1)c1ccccc1` (configuration not stated) gave mcGAS inh -14, hcGAS lum -7 and NPYLR7 agonist -4.
`Cc1ccsc1C(=O)C1CCCN(C2CCSCC2)C1` (configuration not stated) gave hcGAS lum -6 and NPYLR7 agonist 7.
For CN1C2CCCC1CC(Nc1ccc(Cl)cn1)C2 (configuration not stated) the results were mcGAS inh 2, hcGAS lum 1 and NPYLR7 agonist -4.
Screening CC(C)(C)c1nn(-c2ccc(F)cc2)c2c1C(c1ccsc1)SCC(=O)N2CC(=O)N1CCOCC1 (configuration not stated) returned mcGAS inh -3, hcGAS lum 1 and NPYLR7 agonist 0.
Screening CCOc1ccnc(N2CCN3CCCC3C2)n1 (configuration not stated) returned hcGAS lum -6 and NPYLR7 agonist 13.
For O=C(O)COc1ccccc1 the results were hcGAS lum -6 and NPYLR7 agonist -12.
`CC(C)CN(Cc1cc(NC(=O)c2cccc(F)c2)ccc1N(C)C1CCN(C)CC1)C(=O)c1ccccc1Cl` gave mcGAS inh -2, hcGAS lum -1 and NPYLR7 agonist 2.
Screening CCC(=O)N(Cc1ccco1)Cc1cc(NC(=O)c2cccc(F)c2)ccc1N(C)C1CCN(C)CC1 returned mcGAS inh -3, hcGAS lum -4 and NPYLR7 agonist 2.
Nc1ncccc1CN1C[C@H]2CC[C@@H]1CN(C1CCOCC1)C2 was read as mcGAS inh -6 and hcGAS lum -11.
Screening O=C1NCC2(CCCN(Cc3cc(=O)n4cccc(O)c4n3)C2)O1 (configuration not stated) returned hcGAS lum -3 and NPYLR7 agonist -1.
CCCN(CCc1c[nH]c2ccc(NC(=O)C3CCC3)cc12)CC1CC1 was read as mcGAS inh -7, hcGAS lum -13 and NPYLR7 agonist 2.
Screening CCC1C(C)OC(O)(C(C)C(O)C(C)C2OC(=O)/C=C/C=C/C(C)C(C(C)C(O)C(C)C3(O)CC(OC4CC(O)C(O)C(C)O4)C(CC)C(C)O3)OC(=O)/C=C/C=C/C2C)CC1OC1CC(O)C(O)C(C)O1 (configuration not stated) returned mcGAS inh -4, hcGAS lum -2 and NPYLR7 agonist -3.
For CC(C(N)=O)N1CCC2CCCCC2C1 (configuration not stated) the results were hcGAS lum 2 and NPYLR7 agonist -2.
CCc1ccccc1-n1nc(C(C)(C)C)c2c1N(CC(=O)NCCOC)C(=O)CSC2c1ccc(OC)cc1 (configuration not stated) was read as mcGAS inh -1, hcGAS lum -8 and NPYLR7 agonist 12.
`CC(N)Cc1c(Cl)cccc1Cl` (configuration not stated) gave hcGAS lum -7 and NPYLR7 agonist 5.
For Fc1cccc(F)c1CCNCc1cc(Br)c2c(c1)OCCCO2 the results were hcGAS lum -8 and NPYLR7 agonist 5.
Screening FC(F)(F)c1ccccc1C1=CCNCC1 returned hcGAS lum -10 and NPYLR7 agonist 1.

Gathered by group: the compounds so far containing two or more sulfur atoms
`N#Cc1ccc(NCC2CSCCS2)cc1Cl` (configuration not stated) gave hcGAS lum -7 and NPYLR7 agonist -18.
`Cc1ccsc1C(=O)C1CCCN(C2CCSCC2)C1` (configuration not stated) gave hcGAS lum -6 and NPYLR7 agonist 7.
Screening CC(C)(C)c1nn(-c2ccc(F)cc2)c2c1C(c1ccsc1)SCC(=O)N2CC(=O)N1CCOCC1 (configuration not stated) returned mcGAS inh -3, hcGAS lum 1 and NPYLR7 agonist 0.
